SENP8 inh: inhibitors of human SENP8 protease; inhibition, % at 10 µM; Q96LD8; purified SENP8, Z-RLRGG-aminoluciferin cleavage, luminescence; AID 2540; hit rate 1.2% among 330,000
Gli-Sufu antag: blocks Gli-Sufu signaling in a luciferase reporter. Sufu-KO-LIGHT fibroblasts, Gli luciferase reporter luminescence. inhibition, % at 5 µM. hit rate 0.74% among 340,000. AID 588413;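 active = inhibition above about 55%, limit read from the data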;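 note: 0% = DMSO-treated cells and 100% = wells with medium but no cells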
UBC13 inh: human UBC13 polyubiquitination inhibition | UBC13 polyubiquitin chain formation, TR-FRET | inhibition, % at 20 µM | hit rate 0.47% among 330,000 | AID 485273; in the data active = inhibition above about 45%, passing the limit was not always enough
697 NFkB inh: inhibitors of the PMA/ionomycin-induced NF-kB reporter in 697 B cells. AID 435022. hit rate 0.33% among 330,000. inhibition, % at 4 µM. 697 B-cell NF-kB luciferase reporter, 16 h; in the data active = inhibition above about 35%
HKDC1 inh: HKDC1 (human) hexokinase inhibition | recombinant HKDC1, G6PDH/diaphorase resazurin coupled fluorescence | AID 493160 | inhibition, % at 20 µM | hit rate 0.16% among 340,000 | Q2TB90;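 active = inhibition above about 35% when tested at 20 µM, limit read from the data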;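 note: plate controls were DMSO wells with enzyme for no effect and DMSO wells lacking enzyme for full effect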
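Assay system: in-house recombinant HK5 (HKDC1) enzyme. Input: HKDC1 at 5 µg/mL. Medium: Tris pH 8.0 buffer with MgCl2, Tween-20, BSA, BME. Dosing: single 20 µM dose. Schedule: 90 min reaction incubation at room temperature, dark. Signal: resazurin-to-resorufin fluorescence via G6PDH and diaphorase coupling, 525/613 nm. Controls: DMSO-enzyme wells negative, buffer-substituted wells positive.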
Apaf-1 inh: blocks human Apaf-1 apoptosome activity. AID 489030. inhibition, % at 20 µM. hit rate 0.71% among 330,000. O14727. reconstituted apoptosome caspase-3 activity, DEVD-Rh110 fluorescence; active = inhibition of at least 40% at 20 µM;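 note: plate controls were DMSO wells for no effect and DEVD-CHO caspase inhibitor wells for full effect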
Target sequence (O14727 whole entry, looked up): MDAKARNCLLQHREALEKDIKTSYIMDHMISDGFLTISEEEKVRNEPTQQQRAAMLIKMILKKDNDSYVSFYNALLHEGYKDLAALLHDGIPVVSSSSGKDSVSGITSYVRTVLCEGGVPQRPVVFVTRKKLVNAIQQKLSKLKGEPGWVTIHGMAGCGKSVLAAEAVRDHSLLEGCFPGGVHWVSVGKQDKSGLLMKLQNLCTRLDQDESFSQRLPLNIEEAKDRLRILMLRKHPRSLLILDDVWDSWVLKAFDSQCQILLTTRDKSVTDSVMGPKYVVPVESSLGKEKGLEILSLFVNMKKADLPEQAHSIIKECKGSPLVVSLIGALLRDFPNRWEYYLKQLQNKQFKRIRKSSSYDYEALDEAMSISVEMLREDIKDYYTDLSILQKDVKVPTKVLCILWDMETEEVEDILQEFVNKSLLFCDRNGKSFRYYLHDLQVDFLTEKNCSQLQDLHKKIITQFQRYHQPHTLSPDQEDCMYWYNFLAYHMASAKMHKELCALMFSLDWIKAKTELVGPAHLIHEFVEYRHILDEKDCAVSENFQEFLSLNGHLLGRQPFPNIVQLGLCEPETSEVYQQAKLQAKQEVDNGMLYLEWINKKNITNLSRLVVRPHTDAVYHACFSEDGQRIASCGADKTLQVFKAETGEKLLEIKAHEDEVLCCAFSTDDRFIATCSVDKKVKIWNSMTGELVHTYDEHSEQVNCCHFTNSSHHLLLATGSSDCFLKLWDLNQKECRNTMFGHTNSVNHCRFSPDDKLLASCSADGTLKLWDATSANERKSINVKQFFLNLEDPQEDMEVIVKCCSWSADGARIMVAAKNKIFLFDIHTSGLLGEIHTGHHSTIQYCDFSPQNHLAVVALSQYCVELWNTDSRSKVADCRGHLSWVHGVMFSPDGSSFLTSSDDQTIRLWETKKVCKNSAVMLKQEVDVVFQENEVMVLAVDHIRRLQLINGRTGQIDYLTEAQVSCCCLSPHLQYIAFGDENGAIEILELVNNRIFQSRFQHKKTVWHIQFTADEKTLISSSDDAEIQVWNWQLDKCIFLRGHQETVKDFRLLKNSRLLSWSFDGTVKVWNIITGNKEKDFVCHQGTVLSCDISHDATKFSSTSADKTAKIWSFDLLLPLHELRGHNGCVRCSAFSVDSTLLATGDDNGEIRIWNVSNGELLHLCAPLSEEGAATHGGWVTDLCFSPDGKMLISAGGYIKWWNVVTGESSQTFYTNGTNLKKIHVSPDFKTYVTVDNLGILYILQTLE
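System: Apoptosome proteins | Medium: Hepes pH 7.5 with detergent and BSA | Also added: Cytochrome c trigger plus (Z-DEVD)2-Rh110 caspase-3 substrate | Incubation: 30 min compound preincubation, 50 min activation, room temperature | Detection: Rhodamine 110 fluorescence at Ex 480/Em 540 nm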
SENP7 inh: SENP7 protease inhibition. recombinant SENP7, Z-RLRGG-aminoluciferin luminescence, 40 min. inhibition, % at 5 µM. hit rate 1.5% among 330,000;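 active = inhibition above about 50% at the single test dose, limit read from the data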;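 note: plate controls were DMSO with enzyme for no effect and no enzyme buffer wells for full effect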
Jurkat NFkB inh: inhibitors of the PMA/ionomycin-induced NF-kB reporter in Jurkat cells. AID 435003. PMA/ionomycin-induced NF-kB luciferase reporter, luminescence. inhibition, % at 4 µM. hit rate 0.53% among 330,000
The depositor's hits bear a star; x = not tested or not shown. Cut-off read from the data, not from the text of the source, unless noted: active = inhibition above about 50%; inactive = the rest. Random draw from the library. Share with any hit: about 3.6%.

Order of values – Jurkat NFkB inh	UBC13 inh	Gli-Sufu antag	Apaf-1 inh	SENP8 inh	HKDC1 inh	SENP7 inh	697 NFkB inh
COCCN1C(=O)/C(=C/c2ccc(Oc3ccc([N+](=O)[O-])cn3)c(OC)c2)SC1=Nc1ccccc1
    30	-14	6	-21	0	-6	0	50*
COc1ccccc1N1CCN(/N=C/c2ccc(Cl)c([N+](=O)[O-])c2)CC1
    -46	-11	-44	19	-27	-3	3	-45
O=C(NNC(=O)c1ccc2[nH]c(=O)c(=O)[nH]c2c1)c1cccc(Br)c1
    -4	-7	-24	-7	-11	0	-20	-21
CC(C)(C)OC(=O)[C@H](Cc1ccccc1)NC(=O)c1nc[nH]c1C(=O)NCC(=O)OCc1ccccc1
    -16	-10	-4	19	-7	5	-2	-3
COc1ccccc1CNc1ccc2nnc(CCNC(=O)c3ccccc3)n2n1
    1	13	10	-7	6	-1	3	8
Cc1ccc(C)c(NC(=O)COC(=O)COc2cccc3c2OC(C)(C)C3)c1
    6	-8	1	6	-11	-2	-2	18
COc1cc(-c2ccc(Nc3ccccc3C(=O)O)c(OC)c2)ccc1Nc1ccccc1C(=O)O
    -4	-3	8	48*	60*	42*	3	-247
Cc1ccc(NS(=O)(=O)c2ccc(F)cc2)nc1
    5	-2	4	-5	-13	-6	14	2
Cc1ccc(NC(=O)COC(=O)c2ccc(Cl)cc2)cc1S(=O)(=O)N(C)C
    14	6	-4	1	0	-6	4	7
CCC(C(=O)Nc1ccsc1C(=O)OC)c1ccccc1 (configuration not stated)
    -7	8	-3	-19	3	4	-1	12
Cc1ccc(S(=O)(=O)NN2C(=O)/C(=C\c3ccc(Cl)cc3)SC2=S)cc1
    6	-12	21	0	9	20	4	13
O=C(O)c1cc(S(=O)(=O)N2CCOCC2)c[nH]1
    2	-4	3	-6	-7	-8	-3	14
C[C@@]12C(=O)Nc3ccccc3C(=O)N1[C@H]1c3cc(Br)ccc3OC[C@@H]1[C@@H]2c1ccccc1
    45	-19	5	-5	8	9	0	7
CC(=O)NNc1nc(-c2ccccc2)c2cc(Br)ccc2n1
    0	-18	12	11	3	3	-16	-3
O=C(COC(=O)c1ccc(O)cc1O)NNC(=O)c1cccs1
    4	8	-1	-7	-4	-6	2	21
O=[N+]([O-])c1ccc(-n2cccc2/C=N/Nc2nc(N3CCCCC3)nc(N3CCCCC3)n2)cc1
    -14	-1	x	7	0	x	1	-4
Cc1cc(C)nc(NS(=O)(=O)c2ccc(Br)cc2)n1
    -13	-1	-4	14	-8	2	1	0
Cc1ccc(NC(=S)N(CCN2CCOCC2)Cc2ccccc2F)cc1
    2	8	3	11	1	-8	-6	-10
CC(=O)NC(Cc1cc(C)ccc1C)C(=O)N1CCN(C(=O)c2ccccc2Br)CC1 (configuration not stated)
    -5	-3	-21	0	0	8	5	-5
CCOC(=O)c1nn(-c2ccc(F)cc2)c(=O)cc1OCC(=O)Nc1ccc(F)c(F)c1
    12	4	-2	0	2	-5	1	4
O=C(NCc1ccc(Cl)cc1)c1cc2ccccc2oc1=O
    3	2	-1	-3	-4	-1	-1	1
Cc1ccc(NC(=S)N(Cc2cccc(Br)c2)CC2CCC(C(=O)O)CC2)cc1Cl (configuration not stated)
    -1	-28	3	10	8	15	4	3
CC(=O)Cc1nsc(NC(=O)c2ccc(Br)o2)n1
    10	-7	37	-35	-9	-7	-3	-1
CC1=C(C(=O)Nc2cc(-c3cccc(F)c3)[nH]n2)C2(CCCCC2)OC1=O
    -3	9	3	16	-1	3	3	-19
O=S(=O)(Cc1cc(NCc2ccccc2)nc(-c2ccncc2)n1)c1ccccc1
    -4	-2	21	9	-11	-7	-3	-10
CCOC(=O)c1c(C)[nH]c(C(=O)OCC(=O)c2ccc(OC)cc2OC)c1C
    8	1	23	8	8	2	5	4
Cc1ccc(S(=O)(=O)N2CCN(C(=O)C3=COCCO3)CC2)cc1C
    3	2	-9	-12	-6	-4	-6	0
COc1ccc(NC(=S)N2CCC(C(=O)c3ccc(OC)cc3)CC2)cc1
    -22	-5	-12	15	7	6	-3	-68
O=C(c1cccc(S(=O)(=O)N2CCCCCC2)c1)N1CCN(c2ccccc2F)CC1
    20	-9	13	26	-2	-3	-7	-15
COc1ccc(Cl)cc1-n1c(C)cc(C(=O)OCC(=O)N2CC(=O)Nc3ccccc32)c1C
    -5	4	-2	21	8	-2	3	-21
S=C(NCCc1ccc(Cl)cc1)NC1CCCCC1
    -54	4	-34	22	-6	-1	-9	-104
O=S(=O)(Nc1ncccn1)c1ccc(Nc2ncnc3ccccc23)cc1
    0	9	-3	-13	9	0	2	18
Cc1ccccc1C(=O)NCC(=O)OC(C)C(=O)Nc1ccnn1C(C)C (configuration not stated)
    9	-1	-2	1	9	-8	-2	16
CC(=O)Nc1ccc(Nc2ccc(N3C(=O)CCCC3=O)cc2[N+](=O)[O-])cc1
    12	-68	-4	-10	0	-10	1	19
CC(C)(C)NCc1cc(Cl)ccc1OCc1cccs1
    -10	2	13	0	5	-4	13	-16
COc1ccc(CC(=O)N2CCN(S(=O)(=O)c3cc(Cl)ccc3Cl)CC2)cc1
    -2	5	-12	1	-1	3	3	13
COc1ccc(NS(=O)(=O)c2ccc(C)c(NC(=O)C3CCCO3)c2)cc1 (configuration not stated)
    1	5	-8	3	-7	-3	-5	-9
CN(c1ccccc1)C(c1ccc(F)cc1)c1nnnn1CC1CCCO1 (configuration not stated)
    -10	-3	8	7	4	13	-7	-17
Cc1cc(=O)n2nc(N3CCCC(C(=O)NCc4ccccc4)C3)sc2n1 (configuration not stated)
    9	1	-14	-5	10	-7	-7	4
Cc1ccc(NC(=O)C(C)Sc2nnc3ccccn23)cc1 (configuration not stated)
    -10	12	-27	-4	8	0	-5	0
CCOCCCNC(=O)/C(C#N)=C/c1cc(C)c(O)c(C)c1
    17	-2	-7	-12	5	5	2	22
O=C(Nc1ccc(Cl)cn1)c1ccc2nccnc2c1
    -59	-19	-80	13	-1	3	9	-89
CCN(CC)c1ccc(/C=N/NC(=O)c2ccc3nc[nH]c3c2)cc1
    -3	-3	-4	9	-10	2	3	13
CC1=NNC(=O)C1Cc1ccccc1 (configuration not stated)
    10	-9	3	-13	1	1	4	22
COc1ccc(N2CCN(C(=O)Cc3ncc(C(F)(F)F)cc3Cl)CC2)cc1
    -8	7	7	1	5	-1	3	13
CCCOc1ccccc1C1CC(=O)NC2=C1C(=O)CCC2 (configuration not stated)
    59*	-7	10	12	-12	3	-2	-54
CN1C(=O)CSC1=Nc1cccc(C(=O)O)c1
    -1	-2	-14	4	-10	-5	11	-14
CCCCCCSc1ccc([C@H]2N[C@@](Cc3ccccc3)(C(=O)OC)[C@H]3C(=O)N(CC)C(=O)[C@@H]23)cc1
    11	7	3	22	3	2	-3	-3
CCc1ccc(-c2cc(C)no2)cc1S(=O)(=O)N1CCC(C)CC1
    0	-6	12	18	-2	2	3	-15
CN(CC(=O)Nc1cccc(F)c1)C(=O)c1cc(-c2ccco2)nc2ccccc12
    14	29	-3	14	-8	9	-1	1

Rewritten as labelled records: entries from further up.
CCc1ccc(-c2cc(C)no2)cc1S(=O)(=O)N1CCC(C)CC1
  Jurkat NFkB inh: 0; UBC13 inh: -6; Gli-Sufu antag: 12; Apaf-1 inh: 18; SENP8 inh: -2; HKDC1 inh: 2; SENP7 inh: 3; 697 NFkB inh: -15
CCOCCCNC(=O)/C(C#N)=C/c1cc(C)c(O)c(C)c1
  Jurkat NFkB inh: 17; UBC13 inh: -2; Gli-Sufu antag: -7; Apaf-1 inh: -12; SENP8 inh: 5; HKDC1 inh: 5; SENP7 inh: 2; 697 NFkB inh: 22
O=C(Nc1ccc(Cl)cn1)c1ccc2nccnc2c1
  Jurkat NFkB inh: -59; UBC13 inh: -19; Gli-Sufu antag: -80; Apaf-1 inh: 13; SENP8 inh: -1; HKDC1 inh: 3; SENP7 inh: 9; 697 NFkB inh: -89
CCN(CC)c1ccc(/C=N/NC(=O)c2ccc3nc[nH]c3c2)cc1
  Jurkat NFkB inh: -3; UBC13 inh: -3; Gli-Sufu antag: -4; Apaf-1 inh: 9; SENP8 inh: -10; HKDC1 inh: 2; SENP7 inh: 3; 697 NFkB inh: 13

Additional results follow.
Order of values – Jurkat NFkB inh	UBC13 inh	Gli-Sufu antag	Apaf-1 inh	SENP8 inh	HKDC1 inh	SENP7 inh	697 NFkB inh
O=C(Nc1cnccn1)c1cccnc1
    13	17	4	-16	-1	-11	-2	11
N#CC1=C(N)Oc2n[nH]c(-c3cccs3)c2C1c1ccccc1C(=O)O (configuration not stated)
    -4	-4	6	12	-2	-6	0	7
O=C(CC1OC(=O)c2ccccc21)Nc1ccc(Cl)c(S(=O)(=O)N2CCCCC2)c1 (configuration not stated)
    7	-8	30	18	-2	-3	-3	-15
CCOC(=O)c1c(-c2ccc(F)cc2)cn2ccccc12
    7	10	-1	-1	-16	6	10	0
CCOc1ccccc1NC(=O)CSc1nnc(CNC(=O)c2cccs2)o1
    6	1	2	-11	-7	-1	14	-5
O=C(COc1ccc(F)c(Cl)c1)c1ccc[nH]1
    -22	5	-24	-3	8	2	40	-16
CCC(C(=O)N1CCOCC1)n1c2ccccc2c2nc(=O)cc(C)n21 (configuration not stated)
    0	3	-8	-2	-6	4	-7	-1
O=C(Cn1cc(C(=O)C(F)(F)F)c2cc(Br)ccc21)N1CCOCC1
    16	-4	-3	-3	5	-3	-2	11
c1cc2c(cc1C1=Nn3c(nnc3C3CCCCC3)SC1)OCO2
    30	-12	-15	12	-15	3	-3	9
Cc1nc2sc3c(c2c(=O)[nH]1)CCC3
    1	-4	2	4	-2	3	4	-48
Cc1cc(C)c2[nH]c(=O)c(=O)[nH]c2c1
    9	7	8	-3	-5	5	2	18
CC1(C(=O)O)Cc2ccccc2C(=O)O1 (configuration not stated)
    6	7	3	-16	-3	3	3	-3
CCn1c(=N)n(CC(=O)C23CC4CC(CC(C4)C2)C3)c2ccccc21
    6	12	-9	18	-9	-4	-8	9
Cc1ccc(NC(=O)c2cccs2)cc1
    -85	-2	-70	-21	23	3	53*	-67
O=C(O)c1ccccc1SCc1ccc2c(c1)OCO2
    1	-2	2	-4	-1	-4	9	12
CC(=O)NNc1cc(=O)c2c(=O)n(C)c(=O)n(C)c2[nH]1
    -8	-1	35	-6	6	3	-3	-17
COc1ccc(OC)c(-c2cc(C(=O)Nc3cc(C)n(Cc4ccc(Cl)cc4)n3)no2)c1
    12	10	x	2	6	3	6	-28
Cc1ccc(S(=O)(=O)N2CCN(C(=O)COC(=O)CCOc3cc(C)ccc3C)CC2)cc1
    -15	-3	-2	25	-9	-2	-7	-11
C[C@@H]1C=C(C(=O)NCc2nc3ccccc3[nH]2)O[C@H](OCc2ccc(CO)cc2)C1
    -13	-3	2	4	-9	-4	-5	2
O=C1SCCC1NS(=O)(=O)c1ccccc1[N+](=O)[O-] (configuration not stated)
    -15	6	0	7	-1	-6	1	10

Results in HKDC1 inh and 697 NFkB inh, for some of the entries so far:
Molecule	HKDC1 inh	697 NFkB inh
c1cc2c(cc1C1=Nn3c(nnc3C3CCCCC3)SC1)OCO2	3	9
Cc1ccc(NS(=O)(=O)c2ccc(F)cc2)nc1	-6	2

Continued.
Order of values – Jurkat NFkB inh	UBC13 inh	Gli-Sufu antag	Apaf-1 inh	SENP8 inh	HKDC1 inh	SENP7 inh	697 NFkB inh
COC(=O)c1sccc1N/N=C/c1cccc(OC)c1O
    -190	-2	-76	6	92*	13	99*	-299
N#CCCNc1ccc(OCCC#N)cc1
    9	1	-2	-4	-5	-4	0	11
Cc1cc(=O)[nH]c(N/N=C/c2ccc(-c3ccc([N+](=O)[O-])cc3)o2)n1
    -12	-35	24	-3	-9	3	4	-25
CCCN(CCO)CCCc1ccccc1
    -3	8	4	4	2	0	4	5
CCOc1ccccc1OCCCC(=O)N(CC)CC(=O)Nc1ccc(NC(C)=O)cc1
    6	-4	-3	7	-13	-3	-5	11
